ALOX12 inh – blocks human arachidonate 12S-lipoxygenase | P18054 | purified 12hLO, xylenol orange hydroperoxide absorbance | Potency, µM (highest dose often 108 µM), for the others: top-dose activity change, negative = inhibition, actives largely listed as inhibitors | 580,000 compounds, 1.1% hits | AID 1671190; note: % is set by controls: 0 for no effect and ±100 for the full control effect
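Hydroperoxide product was detected by ferrous iron/xylenol orange as the 573 to 405 nm absorbance ratio. Arachidonic acid at 40 uM (final) was turned over for 30 min at room temperature by 150 nM human 12hLO, pH 7.0 Hepes buffer, after 15 min compound preincubation.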
Pin1 inhibitor – inhibitors of human Pin1; AID 504891; Pin1 FP peptide displacement, HiFluor488, 10 min; Potency, µM (titrated, usually from 115 µM), without a hit: at the highest dose activity, negative = inhibition, actives largely listed as inhibitors; 390,000 compounds, 0.009% hits; Q13526; active = well fitted inhibition curve with a large enough effect in the polarisation, with a control signal flat, not every such curve was filed as active; inconclusive = small, poorly fitted or top-dose-only effect, or effect the other way, or a change in a side signal; inactive = no such curve, though single readings can be large or run the other way; the % refers to the polarisation; note: % is set by controls: 0 for no effect and ±100 for the full control effect
Target sequence (Q13526 whole entry, looked up): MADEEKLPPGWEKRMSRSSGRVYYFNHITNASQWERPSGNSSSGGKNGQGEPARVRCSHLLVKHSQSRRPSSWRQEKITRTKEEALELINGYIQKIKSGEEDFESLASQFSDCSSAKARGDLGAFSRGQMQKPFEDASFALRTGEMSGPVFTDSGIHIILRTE
JMJD2A Tudor – inhibitors of human JMJD2A Tudor domain; O75164; AlphaScreen JMJD2A-Tudor / H3K4me3 peptide binding; Potency, µM (highest dose often 114 µM), for inactives: at the top dose activity change, negative = inhibition, hits mostly inhibitors; 390,000 compounds, 4.4% hits; AID 504339; note: % is set by controls: 0 for no effect and ±100 for the full control effect; nearly all actives have a fitted effect of over 50% in size
ERG Ets-DNA blk – blocks human ERG Ets domain binding to DNA | Potency, µM (top dose mostly 76.9 µM), inactives show top-dose FP activity, negative = inhibition, actives largely listed as inhibitors | P11308 | fluorescence polarization, His-ERG Ets domain / labelled DNA | AID 624246 | 370,000 compounds, 0.028% hits; active = well fitted inhibition curve with a large enough effect in the polarisation, with a control signal flat; inconclusive = small, poorly fitted or top-dose-only effect, or effect the other way, or a change in a side signal; inactive = no such curve, though single readings can be large or run the other way; the % refers to the polarisation;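 note: polarization taken with two DNA probes labelled with fluorescein and Texas red; % of control where 0% means no effect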
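His-tagged ERG Ets domain (1 uM in the protein solution; 300mM KCl, 50mM Tris-HCl, 1mM EDTA, 1mM DTT, pH 7.5) received compound, then a probe mix of 5 nM fluorescein-DNA and 100nM Texas-615-DNA. Fluorescence polarization was read for both dyes.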
RGS4 inhibitor – inhibitors of human regulator of G protein signaling 4; Transcreener GDP fluorescence polarization, RGS4-accelerated GTP hydrolysis; Potency, µM (top dose mostly 114 µM), inactives show at the top dose activity change, negative = inhibition, most hits filed as inhibitors; P49798; 390,000 compounds, 0.039% hits; note: % is set by controls: 0 for no effect and ±100 for the full control effect; nearly all actives have a fitted effect of over 75% in size; some results filed as inactive show a strong effect at the top dose
Target sequence (P49798 whole entry, looked up): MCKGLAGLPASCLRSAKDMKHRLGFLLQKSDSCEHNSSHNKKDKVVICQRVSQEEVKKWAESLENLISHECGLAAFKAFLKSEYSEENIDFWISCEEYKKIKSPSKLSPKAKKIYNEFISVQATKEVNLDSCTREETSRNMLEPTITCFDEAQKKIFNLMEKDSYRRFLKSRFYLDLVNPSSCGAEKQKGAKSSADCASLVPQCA
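MLSMR compounds (23 nl, pin-transferred) preincubated 10 min at room temperature with a 500nM (2x) first reagent, then RGS4 at 900nM (2x) plus Transcreener GDP mix added; fluorescence polarization (620/688 nm) read before and after 90 min at 30 °C.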
rTrxR1 inhibitor – inhibitors of rat thioredoxin reductase 1 | AID 588453 | 390,000 compounds, 1% hits | O89049 | Potency, µM (series often up to 114 µM), inactives show top-dose activity change, negative = inhibition, hits mostly inhibitors | recombinant rTrxR1, NADPH fluorescence consumption, selenite substrate; note: % is set by controls: 0 for no effect and ±100 for the full control effect; nearly all actives have a fitted effect of over 65% in size
Target sequence (O89049 whole entry, looked up): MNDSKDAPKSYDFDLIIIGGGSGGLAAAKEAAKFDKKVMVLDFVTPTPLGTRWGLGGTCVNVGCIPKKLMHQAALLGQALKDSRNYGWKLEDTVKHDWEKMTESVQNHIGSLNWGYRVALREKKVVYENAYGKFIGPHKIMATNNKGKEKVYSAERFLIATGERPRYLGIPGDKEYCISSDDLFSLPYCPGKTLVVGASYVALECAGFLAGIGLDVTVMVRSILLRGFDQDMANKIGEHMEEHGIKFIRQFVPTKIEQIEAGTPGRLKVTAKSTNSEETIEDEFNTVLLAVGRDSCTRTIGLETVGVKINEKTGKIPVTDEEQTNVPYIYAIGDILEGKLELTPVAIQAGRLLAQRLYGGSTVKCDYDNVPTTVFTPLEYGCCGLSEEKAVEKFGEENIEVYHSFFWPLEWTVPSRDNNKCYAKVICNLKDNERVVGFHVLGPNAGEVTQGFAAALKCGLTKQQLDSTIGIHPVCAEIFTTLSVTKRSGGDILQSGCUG
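Rat TrxR1 (90 nM in the dispensed reagent) was pre-reduced with 400 uM NADPH for 5 min at room temperature, then incubated with compound for 15 min. After 400 uM selenite was added, NADPH fluorescence (Ex 340/Em 450 nm) was followed for 8 min.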
PGK inhibitor – T. brucei PGK inhibition | AID 602233 | Potency, µM (doses to about 57.5 µM), without a hit: top-dose activity change, negative = inhibition, hits mostly inhibitors | 380,000 compounds, 0.043% hits | P07378 | PGK/GAPDH coupled, Kinase-Glo luminescence, 60 min; note: % is set by controls: 0 for no effect and ±100 for the full control effect; nearly all actives have a fitted effect of over 60% in size
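Recombinant glycosomal PGK reaction used 1,3-bisphosphoglycerate generated in-well by GAPDH (100nM final) in 100mM TEA pH 7.6, 5mM MgCl2, 0.01% Tween-20. After 60 minutes at room temperature, ATP was read by Kinase-Glo Plus luminescence end-point.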
GLS inh – glutaminase GLS (human) inhibition; O94925; GLS enzymatic activity, qHTS titration; Potency, µM (top dose mostly 45.5 µM), for the others: top-dose activity change, negative = inhibition, hits mostly inhibitors; 410,000 compounds, 0.21% hits; AID 624170; note: % is set by controls: 0 for no effect and ±100 for the full control effect
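Two-point fluorescence kinetic (t0, 30 min RT) for hKGA; glutamate detected via glutamate oxidase–HRP–Amplex Red. Substrate: 1 mM L-glutamine solution; buffer 45 mM KH2PO4, pH 8.2.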
HP1b chromo inh – inhibitors of HP1-beta chromodomain binding to methylated histone tails; 390,000 compounds, 0.56% hits; AlphaScreen HP1-beta / biotin-H3K9me3 peptide binding; Potency, µM (doses to about 114 µM), without a hit: top-dose activity change, negative = inhibition, actives largely listed as inhibitors; AID 540317; note: nearly all actives have a fitted effect of over 70% in size; inactives centre near 23
Target sequence (P83916 whole entry, looked up): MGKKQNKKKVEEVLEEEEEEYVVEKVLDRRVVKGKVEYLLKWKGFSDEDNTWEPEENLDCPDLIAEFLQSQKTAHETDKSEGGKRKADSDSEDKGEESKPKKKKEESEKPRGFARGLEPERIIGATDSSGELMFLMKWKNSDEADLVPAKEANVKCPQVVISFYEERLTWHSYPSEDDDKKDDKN
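HP1-beta protein (50 nM final) preincubated 30 min at room temperature with biotinylated H3(1-18)K9me3 peptide (50 nM) in PBS pH 7.4, 0.01% Tween-20, then compound added for 30 min. AlphaScreen streptavidin donor/nickel chelate acceptor beads (10 ug/mL final), 30 min dark, luminescence read.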
Numbers without * were called inactive; i = inactive; ? = inconclusive; . = not tested or not shown; [ ] = remark or other dose. Unless noted, calls come from the whole dose curve; as a rule, active = well fitted curve in the direction sought with a large enough effect; inconclusive = small, poorly fitted or top-dose-only effect, or another doubt; inactive = no such curve, though single readings can be large; an effect the other way counts as inactive or inconclusive. Potency is the fitted concentration of half-maximal effect.

Value order – ALOX12 inh	ERG Ets-DNA blk	HP1b chromo inh	RGS4 inhibitor	rTrxR1 inhibitor	JMJD2A Tudor	Pin1 inhibitor	PGK inhibitor	GLS inh
> CCCC(C)NS(=O)(=O)c1ccccc1 (stereo unspecified)
 : -8%	.	38%[activator]	-16%	24%	7%	-2%	i	4%
> O=C(Cn1nc(N2CCN(c3ccccc3)CC2)ccc1=O)NCc1cccc(Cl)c1
 : -3%	1%	25%	17%	4%[57.1 µM]	?	2%	9%	24%
> C/C(CCc1ccco1)=N\NC(=O)CNc1cccc2ccccc12
 : 1%	21%	-10%	?	?	?	-5%	.	19%
> COc1ccc(C(=O)c2cn(Cc3ccccc3F)c3ccc(F)cc3c2=O)cc1
 : -1%	-1%	21%	-4%	13%	-22%	11%	7%	-1%
> O=C(O)c1ccc(/C=N/NC(=O)c2cc3c(ccc4ccccc43)o2)cc1
 : 1%	10%	31%	-90%[56.9 µM]	18%[57.1 µM]	?	?	-28%	-10%
> O=C(CCN1C(=O)C2C3CCC(C3)C2C1=O)OCC(=O)c1ccc(Br)cc1 (stereo unspecified)
 : 10%	2%	57%[activator]	16%	30%	-13%	-2%	-10%	-5%
> CNC(=O)C1Cc2ccccc2CN1S(=O)(=O)c1cccs1 (stereo unspecified)
 : -1%	1%	18%	-25%	5%[57.1 µM]	22%	1%	-9%	2%
> C=CCN(CC=C)C(=O)CCc1nnc(CCc2c[nH]c3ccccc23)o1
 : 7%	2%	45%[activator]	-30%	23%[57.1 µM]	10%[11.4 µM]	-3%	-11%	0%
> Cc1oc(CC(C)C)c(CN2CCCC2)c1C(=O)O
 : ?	5%	24%	-20%	-11%	-3%	-6%	2%	-12%
> Cc1cc(NC(=O)CSc2c[nH]c3ccccc23)no1
 : 0%	-6%	31%	-13%	12%	-9%	-11%	-3%	4%
> C=CCNC(=S)NNC(=O)c1ccc(OCC)cc1
 : 2%	.	44%	-36%	-12%	-9%	2%	i	27%
> Cc1cn2c(=O)c(S(=O)(=O)N3CCN(c4cc(Cl)ccc4C)CC3)c(C)nc2s1
 : -20%	1%	7%	25%	29%	-9%	-12%	i	-3%
> O=C(COc1cc2oc(=O)c3c(c2cc1Cl)CCC3)Nc1ccc(CN2CCOCC2)cc1
 : -14%	-3%	15%	52%	21%	-14%	4%	0%	-12%
> COc1ccc(/C=N/NC(=O)CCCCCNC(=O)c2ccccc2)cc1
 : 5%	6%	23%	-12%	5%[57.1 µM]	-2%	0%	4%	12%
> Cc1ccc(N2CC(C(=O)OCC(=O)Nc3ccc(F)cc3F)CC2=O)cc1 (stereo unspecified)
 : -16%	6%	27%	4%	8%	-8%	-6%	6%	2%
> COc1cccc(OCc2nnc(SCC(=O)OCc3ccccc3)o2)c1
 : -9%	-4%	92%[activator]	-31%	43%[activator]	42%[activator]	0%	-4%	-14%
> COc1ccc2cc(CN(CC3CCCO3)C(=O)Nc3ccccc3)c(=O)[nH]c2c1 (stereo unspecified)
 : -6%	-2%	36%	-7%	6%	7%	2%	-6%	1%
> CCOC(=O)c1sc(=S)n(-c2ccc(Cl)cc2)c1C
 : 17%	0%	8%	-21%	11%[57.1 µM]	-15%	-1%	2%	-4%
> CC(=NNC(=S)N1CCN(C2CCCCCC2)CC1)c1ccccn1
 : ?	1%	?	?	?	18µM*	15%	-4%	4%
> Cc1ccc(CSc2ncc(Cl)c(C(=O)Nc3nnc(C)s3)n2)cc1
 : -15%	-1%	4%	8%	10%	-26%	14%	-11%	-1%
> Cc1nn(CC(=O)Nc2ccc(Cl)cn2)c(C)c1Br
 : -8%	-2%	14%	6%	9%	4%	2%	20%	-7%
> COc1ccc(S(=O)(=O)N(C)CC(=O)O)c2ccccc12
 : 1%	4%	38%	-1%	10%	-4%	-2%	i	-5%
> O=[N+]([O-])c1cc(-c2nc(-c3ccccc3)no2)ccc1N1CCOCC1
 : -30%	-1%	39%	-4%	7%	-13%	-1%	-7%	0%
> CSCCC(NS(=O)(=O)/C=C/c1ccccc1)C(=O)NCCc1ccc(S(N)(=O)=O)cc1 (stereo unspecified)
 : 6%	-8%	-7%	-1%	3%	-21%	-3%	2%	0%
> CN(C)c1cccc(NC(=O)C2(C)CC2(Cl)Cl)c1 (stereo unspecified)
 : -4%	-4%	-5%	8%	-15%	-25%	1%	i	22%
> Cc1cccc(NC(=O)Cn2nnc(C(=O)NCc3cccs3)c2N)c1C
 : 0%	-5%	-14%	-50%	15%	?	12%	-3%	1%
> COC(=O)c1ccc(C(=O)OC)c(NC(=O)C(C)C)c1
 : -20%	3%	40%[activator]	16%	-2%	1%	-4%	3%	2%
> C=CCn1c(=O)c2ccccc2n2c(SC(C)C(N)=O)nnc12 (stereo unspecified)
 : 4%	0%	63%[activator]	-5%[56.9 µM]	18%	-2%	-2%	8%	-17%
> COc1ccccc1Cc1nc2ccccc2[nH]c1=O
 : -12%	0%	10%	1%	19%	-13%	-6%	-1%	4%
> CS(=O)(=O)c1ccc(C(=O)OCc2nnc(-c3ccc(Cl)cc3)o2)cc1[N+](=O)[O-]
 : .	6%	-2%	-39%	1.8µM*	-21%	8%	i	7%

Remaining list, next part.
Value order – ALOX12 inh	ERG Ets-DNA blk	HP1b chromo inh	RGS4 inhibitor	rTrxR1 inhibitor	JMJD2A Tudor	Pin1 inhibitor	PGK inhibitor	GLS inh
> Cc1ccc(NC(=O)CNC(=O)c2ccc(C(C)(C)C)cc2)cc1S(=O)(=O)N1CCOCC1
 : ?	4%	-7%	-6%	1%	-26%	?	-4%	4%
> CC1=Nc2cccc([N+](=O)[O-])c2NC(=O)C1
 : 127%[activator]	4%	33%	-34%	-7%	-10%	-2%	-7%	6%
> COc1cccc(OC)c1OCCCNC1CCCC1
 : ?	6%	?	34%	1%	25µM*	4%	3%	-3%
> CC(NC(=O)C(=O)N/N=C\c1ccc([N+](=O)[O-])cc1)c1ccccc1 (stereo unspecified)
 : 10%	-2%	24%	-21%	25%[57.1 µM]	-11%	-2%	6%	-9%
> CC(=O)c1ccccc1NC(=O)CSc1nc2ccccc2c(=O)n1CCCN1CCOCC1
 : -2%	6%	11%	22%	4%[57.1 µM]	-8%	3%	-6%	-1%
> Cc1ccc(C(=O)N2CCN(S(=O)(=O)c3ccccc3[N+](=O)[O-])CC2)o1
 : -17%	-2%	-7%	5%	40%[activator]	-31%	1%	-12%	-1%
> Cc1ccccc1-c1noc(CNC(=O)COc2ccccc2)n1
 : 5%	-2%	35%	12%	14%	-5%	-6%	-6%	2%
> CS(=O)(=O)N1CCC(C(=O)Nc2cc(Cl)cc(Cl)c2)CC1
 : 0%	1%	-16%	?	-12%[57.1 µM]	?	1%	-7%	3%
> CCOC(=O)C1=C(C)N(CC(C)C)C(=O)/C1=C\c1cccs1
 : ?	-1%	?	-25%	22%[57.1 µM]	?	0%	i	6%
> CCOc1ccc(CCNC(=O)C2CCN(C(=O)N3CC(CC)Oc4ccccc43)CC2)cc1 (stereo unspecified)
 : -13%	1%	-9%	5%	17%	?	1%	9%	1%
> CCN(CC)CC(=O)Nc1ccc(C)cc1Br
 : 122%[activator]	6%	48%[activator]	-27%	11%[57.1 µM]	-9%	-1%	-5%	0%
> COCCn1c(=NC(=O)c2cc(Cl)sc2Cl)sc2cc(S(N)(=O)=O)ccc21
 : -25%	-12%	16%	6%	21%	-7%	31%[activator]	-2%	3%
> CC[C@]12CCCN3CCc4c(n(c5ccccc45)C(=O)C1)[C@@H]32
 : ?	1%	12%	18%	16%	-27%	-1%	-3%	10%
> Cc1ccc(OCC(=O)NNC(=O)c2cc3ccccc3o2)cc1
 : -30%	2%	28%	0%	2%	-12%	4%	-8%	3%
> Cc1ccc(C)c(S(=O)(=O)Nc2cc3c4c(c2)CCC(=O)N4CCC3)c1
 : ?	0%	8%	6%	14%[57.1 µM]	-12%	-5%	-3%	19%
> Cc1ccc(Nc2c(C(C)C)c(C)c(C#N)c3nc4ccccc4n23)cc1
 : -11%	5%	93%[activator]	-15%	-1%	26%	10%	-5%	-20%
> CCCc1ccc(S(=O)(=O)N2CCN(C(C)C(=O)NCc3ccc(OC)cc3)CC2)cc1 (stereo unspecified)
 : -1%	-5%	26%	1%	7%	-16%	?	2%	-1%
> Cc1cc(-c2n[nH]c(=S)n2/N=C/c2cccc(O)c2)n[nH]1
 : ?	6%	?	-23%	-22%	3.2µM*	-8%	i	?
> Cc1nn(-c2ccccc2)c2ncc(C(=O)c3cc(Cl)ccc3O)cc12
 : 7%	-9%	-7%	-26%	-16%	?	0%	-1%	-3%
> CN(C)C(=O)c1ccc(-c2cc(C(F)(F)F)nn2C)s1
 : 168%[activator]	-1%	11%	-14%	15%[57.1 µM]	-4%	2%	9%	2%
> COc1ccc(NC(=O)Cn2nnc3sc4c(c3c2=O)CCCC4)cc1
 : -7%	1%	8%	-3%	23%	-20%	-4%	-1%	13%
> COc1ccc(CNC(=O)c2cc3ccccn3n2)c(OC)c1
 : -15%	0%	6%	-1%	12%[57.1 µM]	-15%	0%	-5%	4%

Three compounds out of the list above, sorted by the number in ALOX12 inh, lowest first:
SMILES | ALOX12 inh
Cc1ccc(C(=O)N2CCN(S(=O)(=O)c3ccccc3[N+](=O)[O-])CC2)o1 | -17%
COc1ccc(CNC(=O)c2cc3ccccn3n2)c(OC)c1 | -15%
Cc1ccccc1-c1noc(CNC(=O)COc2ccccc2)n1 | 5%

Bioassay records deposited in PubChem BioAssay by National Center for Advancing Translational Sciences (NCATS).

A portion of the library; the hit share may differ from the screen's.
